Screening data from PubChem BioAssay.
T cell HTS: T cell immune modulators affecting CD8 T cell-vesicle binding | 2C CD8+ T cell-vesicle binding, flow cytometry; stronger effect = lower value | hit rate 0.068% among 330,000 | calls only at 7 µM;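 active = response, share of CD8 T cells binding vesicles, and their 90th percentile fluorescence all below set limits, cut at about 80% in these data, passing the limit was not always enough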
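Benchmarks: naked versus QL9-loaded vesicles / Assay system: purified 2C TCR transgenic mouse naive CD8+ T cells / Technique: high-throughput flow cytometry with anti-B7-1 and anti-CD8 staining / Timing: Cell–vesicle co-incubation 1.5 h at 37 °C, staining 20 min on ice / Read-out: percent CD8+ FL2 mean versus row control / Probe or stimulus: QL9-loaded Drosophila micro-vesicles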
GPR35 antagonists: inhibition of zaprinast-stimulated GPR35 beta-arrestin translocation – imaging, U2OS, beta-arrestin-GFP, zaprinast agonist, primary screen (AID 2058). U2OS GPR35 beta-arrestin-GFP translocation imaging, zaprinast antagonism; higher % means a stronger effect. inhibition, % at 10 µM, or IC50 in µM where a hit was titrated. hit rate 0.052% among 290,000;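 active = inhibition of at least 50% with at least 30 cells and total cytoplasm GFP at most 10,000,000; inconclusive = under 30 cells or total GFP of 10,000,000 plus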
GPR55 beta-arrestin: GPR55 agonists via beta-arrestin recruitment, primary screen, imaging, U2OS cells, beta-arrestin-GFP redistribution (AID 1961); hit rate 0.048% among 290,000; U2OS GPR55 beta-arrestin-GFP redistribution imaging; higher % means a stronger effect; one-dose activation, % at 10 µM; EC50 in µM for titrated hits;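 active = activation above 40% with more than 50 cells counted in the well; inconclusive = wells holding fewer than 50 cells, flagged as toxic or sparse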;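 also: U2OS osteosarcoma cells stably expressing GPR55 and beta-arrestin-GFP; plate controls were DMSO negative control for no effect and LPI positive control for full effect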
Hep lipid drop: modulators of hepatic lipid droplet formation | hit rate 0.4% among 240,000 | inhibition, % at 6.5 µM | AML12 mouse hepatocytes, oleate lipid droplets, BODIPY imaging;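 active = lipid droplet intensity inhibited by at least 50%, with more than 500 cells counted; inconclusive = wells with under 300 cells, treated as cytotoxic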
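Test system: AML12 hepatocytes (mouse); reagent: oleate loading, 100 µM; dosing: one dose, 6.5 µM compound; incubation: overnight exposure; signal: fluorescence imaging, 20x objective, two fields per well; read-out basis: % inhibition of corrected integrated BODIPY droplet signal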
GPR55 antagonists: inhibition of LPI-stimulated GPR55 beta-arrestin translocation – imaging, U2OS, beta-arrestin-GFP, LPI agonist, primary screen (AID 2013); U2OS GPR55 beta-arrestin-GFP translocation imaging, LPI antagonism; higher % means a stronger effect; inhibition, % at 10 µM; hits with a dose series show IC50 in µM; hit rate 0.13% among 290,000;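 active = spots per cell inhibited over 60%, with over 100 cells counted and total cytoplasm intensity under 500,000; inconclusive = wells with under 100 cells, flagged as likely toxic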;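 also: U2OS cells stably carrying GPR55 and arrestin-GFP stimulated by 5 µM LPI near EC80; imaged beta-arrestin-GFP aggregate spots per cell after agonist stimulation; plate controls were LPI-stimulated DMSO wells for no effect and DMSO wells without LPI for full effect; some results filed as inactive read as strong as hits; confirmed hits need IC50 under 10 µM and bright autofluorescent wells are also inconclusive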
Large T inhibition: TAg ATPase/helicase activity blockers – biochemical (AID 1903); inhibition, % at 20 µM, or IC50 in µM where a hit was titrated; hit rate 0.39% among 310,000; SV40 large T antigen ATPase/helicase inhibition assay; higher % means a stronger effect; in the data active = a potency from the dose series; inconclusive = inhibition mostly from about 32% at the one dose, without a potency; inactive = the rest, 99 in 100 with inhibition below about 32%; also: strong numbers were not always called active
MgcRacGAP inhibition: MgcRacGAP GTPase-activating activity inhibitors, confirmation, biochemical, ADP Hunter fluorescence. MgcRacGAP-stimulated Rac1 GTP hydrolysis, ADP Hunter fluorescence; higher % means a stronger effect; GST-tagged Rac1 F28L mutant substrate. inhibition, % at 30 µM; hits with a dose series show IC50 in µM. hit rate 0.6% among 340,000. AID 624330;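 active = first-screen hits whose inhibition reached a set limit at any dose in the follow-up dose series; inconclusive = inhibition above the set first-screen limit but never retested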;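 also: fluorescence reports GDP produced by GAP-driven GTP hydrolysis; strong numbers were not always called active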
LYP phosphatase: inhibitors of LYP phosphatase, biochemical, fluorescence intensity, uHTS (AID 1779); recombinant LYP phosphatase, fluorescence intensity; higher % means a stronger effect; inhibition, % at 11.5 µM, or IC50 in µM where a hit was titrated; hit rate 0.054% among 290,000; in the data active = inhibition above about 50%;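 also: plate controls were vehicle with enzyme for no effect and no enzyme for full effect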
NTR1 ag: agonists of NTR1, primary screen, imaging, U2OS cells, beta-arrestin-GFP, high content (AID 493036); P30989; NTR1-U2OS beta-arrestin-GFP spot imaging, agonist mode; activation, % at 20 µM; hit rate 0.17% among 330,000;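 active = activation at or above 40% of the spot to cytoplasm intensity ratio, with at least 20 cells analyzed; inconclusive = wells under 20 cells, flagged as cytotoxic or low count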;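 also: 0% = DMSO without peptide and 100% = 100 nM NTR1 peptide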
Target sequence (P30989 whole entry, looked up): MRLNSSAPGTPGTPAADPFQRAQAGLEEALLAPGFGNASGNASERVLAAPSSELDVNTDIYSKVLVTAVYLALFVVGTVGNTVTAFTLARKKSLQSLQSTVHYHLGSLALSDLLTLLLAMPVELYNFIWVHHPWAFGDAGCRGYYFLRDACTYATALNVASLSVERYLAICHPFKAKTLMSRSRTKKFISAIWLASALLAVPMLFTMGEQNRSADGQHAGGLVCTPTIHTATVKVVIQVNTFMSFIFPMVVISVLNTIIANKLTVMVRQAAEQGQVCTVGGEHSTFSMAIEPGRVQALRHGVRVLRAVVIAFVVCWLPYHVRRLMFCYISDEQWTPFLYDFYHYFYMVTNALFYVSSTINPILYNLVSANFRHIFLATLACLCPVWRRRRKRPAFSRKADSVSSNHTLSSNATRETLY
Hep lipid drop cells 6.5 µM: recorded beside Hep lipid drop, whose call it bears; cell count; measured here: cell count, cytotoxicity flag;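 cells counted across two imaged fields per well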
T cell HTS vesicle-bound %: further read-out of T cell HTS, marked with its call; double positive events, %; measured here: CD8+ vesicle-bound cell fraction;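 binding gate set so that unloaded-vesicle control wells show 10% double positive cells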
NTR1 ag cell count 20 µM: recorded beside NTR1 ag, whose call it bears; cell count; measured here: cell count, cytotoxicity flag
* hit, by the source's call; i = inactive; u = inconclusive; x = no result given.

SMILES | T cell HTS | T cell HTS vesicle-bound % | GPR35 antagonists | GPR55 beta-arrestin | Hep lipid drop | Hep lipid drop cells 6.5 µM | GPR55 antagonists | Large T inhibition | MgcRacGAP inhibition | LYP phosphatase | NTR1 ag | NTR1 ag cell count 20 µM
CC(C)C(=O)Nc1ccc2c(c1)nc(CCN1CCCCC1)n2C | i | 24 | -16% | 0.3% | -3 | 850 | -6% | 1% | 5% | -2% | -0.8 | 68
CCOC(=O)N1CCN(CC(=O)Nc2sc(CC)cc2C(=O)c2ccc(OC)cc2)CC1 | i | 42 | 0% | 0.0% | 3 | 743 | 13% | 2% | 6% | 5% | 8.8 | 72
CCOC(=O)c1c(C)c(C(=O)NCc2ccccn2)c(C)n1C | i | 42 | -14% | -0.2% | x | x | -8% | 2% | 4% | 2% | -0.4 | 69
CCOC(=O)C(NC(=O)CC)(Nc1sc(C)c(CC)c1C#N)C(F)(F)F (stereo not given) | i | 28 | -3% | 0.0% | 13 | 655 | -3% | 10% | 1% | -2% | 1.3 | 71
Cc1ccc(CNC(=O)C2CCCN(S(=O)(=O)c3cccnc3)C2)cc1 (stereo not given) | i | 35 | 13% | 0.7% | 9 | 758 | 4% | 2% | 3% | -4% | 1.7 | 57
O=C(c1ccco1)N1CCN(S(=O)(=O)c2ccc(Br)s2)CC1 | i | 12 | 4% | -0.2% | -3 | 740 | 9% | 14% | 6% | -8% | 0.2 | 56
O=C(CCNS(=O)(=O)c1cccs1)Nc1ccccc1F | i | 23 | -4% | 0.3% | 18 | 773 | -2% | 6% | 3% | -7% | -1.6 | 87
Cn1cnnc1SCC(=O)NC1CCCCC1 | i | 42 | -8% | -0.6% | 11 | 743 | 1% | -3% | 6% | -5% | 4.2 | 62
CCCC(=O)OCC(=O)Nc1ccccc1C#N | i | 37 | -3% | 0.2% | 19 | 673 | 5% | 9% | 5% | -10% | 0.8 | 63
O=C(c1cccs1)N(CCN1CCCCC1)CC1CCCN(C2CCCC2)C1 (stereo not given) | i | 57 | 3% | -0.2% | -22 | 685 | -2% | 5% | 5% | -9% | -0.5 | 57
Cc1cc(=O)c2cc(Cl)ccc2[nH]1 | i | 48 | 2% | -0.1% | x | x | 0% | 12% | 7% | -10% | -1.9 | 90
O=C(NC(=S)Nc1ccc(N2CCOCC2)c(Cl)c1)c1cncc(Br)c1 | i | 27 | 12% | -0.2% | 0 | 665 | -18% | 15% | 10% | 2% | 1.7 | 57
CCC(C)(C)NC(=O)C(c1cccnc1)N(C(=O)c1csnn1)c1ccccc1 (stereo not given) | i | 32 | -2% | -0.1% | 1 | 540 | -4% | -1% | -1% | -10% | -0.7 | 43
N#Cc1cn(CCOc2ccccc2F)c2ccccc12 | i | 22 | 4% | -0.2% | 13 | 770 | 13% | 4% | 1% | 2% | 2.0 | 70
O=C(CSCc1cnn(-c2ccccc2)c1-n1cccc1)NCCN1CCOCC1 | i | 63 | 10% | 0.3% | x | x | 5% | -7% | 2% | -6% | 0.0 | 45
COc1ccc(Br)cc1S(=O)(=O)N(CC(=O)N1CCN(C)CC1)c1ccccc1 | i | 25 | -5% | 0.0% | -5 | 835 | 14% | 3% | 6% | -11% | -0.4 | 61
Cc1cc(=O)cc(C)n1-c1ccc(F)cc1F | i | 12 | -9% | 0.2% | 31 | 737 | 21% | 3% | -3% | -2% | 0.1 | 27
COc1cc(/C=C2\CC/C(=C\c3cc(OC)c(OC)c(OC)c3)C2=O)cc(OC)c1OC | i | 61 | 0% | 0.3% | 1 | 678 | 16% | 1% | 8% | 1% | 0.7 | 91
Cc1ccc(/C=N/n2c(-c3ccco3)n[nH]c2=S)s1 | i | 44 | -4% | 0.3% | -1 | 693 | 3% | 31% | 27% | -3% | 2.3 | 45
Cc1ccc(NC(=O)CSCC(=O)NCCc2ccccc2)cc1 | i | 10 | -12% | 0.0% | 0 | 750 | 2% | 4% | 6% | -4% | -0.4 | 45
O=C1ON=C(c2cccc([N+](=O)[O-])c2)/C1=C/c1ccc(O)cc1 | i | 62 | 4% | -0.5% | 0 | 659 | 10% | -40% | 25% | -3% | 38 | 33
CCOC(=O)c1cc2n(n1)C(C(F)(F)C(F)(F)F)CC(C)N2 (stereo not given) | i | 15 | 1% | -0.1% | -1 | 687 | -6% | 2% | 3% | 0% | -1.5 | 44
O=C(CCS(=O)(=O)Cc1ccc(Cl)cc1)NCCCN1CCN(c2ccccc2F)CC1 | i | 30 | 14% | -0.2% | 21 | 845 | 10% | -4% | 9% | -12% | -1.1 | 89
O=C(COc1ccccc1Cl)N1CCc2ccccc21 | x | x | -6% | -0.1% | 2 | 737 | 14% | x | 6% | -5% | -1.5 | 62
C=CCOC(=O)C1=C(C)NC(SCC(N)=O)=C(C#N)C1c1cccs1 (stereo not given) | i | 35 | 9% | 0.0% | 2 | 754 | -14% | 20% | -2% | -7% | 1.7 | 40
N=c1nc(N)nc2n1NC(c1ccc(F)cc1)=CS2 | i | 47 | 12% | -0.2% | x | x | -2% | 2% | 16% | -12% | 4.6 | 40
O=C(CSc1nc2ncc(Br)cc2[nH]1)Nc1ccccc1-c1ccccc1 | i | 45 | 21% | -0.1% | -15 | 728 | -4% | 7% | 9% | -2% | 20 | 53
COc1ccc(NC(=O)N2CCCC2C(=O)Nc2ccc(C)cc2C)cc1 (stereo not given) | i | 46 | 9% | 0.0% | -4 | 695 | 14% | 7% | 6% | -5% | -1.1 | 53
Cc1ccccc1NC(=O)c1cccc(C(F)(F)F)c1 | i | 48 | 2% | -0.2% | 17 | 615 | 1% | 15% | 5% | 1% | 4.0 | 74
O=C(NCc1ccccc1)c1cc(-c2cccs2)on1 | i | 21 | 6% | -0.1% | x | x | -9% | 5% | 7% | -6% | 0.5 | 52
O=C(CNCCc1ccc(F)cc1)Nc1cc(F)ccc1F | i | 59 | 6% | -0.1% | x | x | -6% | 4% | x | -6% | -0.9 | 56
Cc1cc(/C=C(/C#N)C(=O)O)c(C)n1CCC(C)C | i | 34 | 7% | 0.0% | 3 | 762 | 4% | 10% | -1% | -4% | -0.1 | 61
COc1ccccc1N1CCN(C(=O)CSc2nc(C)c(Cc3ccccc3)c(=O)[nH]2)CC1 | i | 6 | -11% | -0.1% | -4 | 751 | -8% | 4% | 17% | 8% | -0.2 | 53
COC(=O)c1ccccc1NC(=O)CCCN1C(=O)C(c2ccccc2)Oc2cccnc21 (stereo not given) | i | 22 | -10% | -0.1% | -25 | 726 | 10% | 19% | 13% | 1% | 0.3 | 48
COc1cc(C2C(C(=O)OCCC#N)=C(C)NC3=C2S(=O)(=O)c2ccccc23)cc(OC)c1OC (stereo not given) | i | 41 | 1% | -0.1% | x | x | 9% | 3% | 8% | 3% | -0.3 | 87
CN(C)/C=N/C(=S)Nc1ccccc1F | i | 54 | -12% | -0.1% | 9 | 795 | -11% | 6% | 12% | 0% | -0.5 | 29
C=CCn1c(=O)c2c(nc3n2CCCN3Cc2ccccc2)n(C)c1=O | i | 11 | -10% | -0.1% | -4 | 736 | -17% | 21% | 7% | -11% | 2.3 | 65
Cc1cc(C)n2[nH]c(=O)c(N=Nc3ccccc3)c2n1 | i | 30 | -16% | 0.3% | 0 | 797 | -5% | 12% | 13% | 3% | -1.1 | 52
COC(=O)C1=C(C)NC(C)=C(C(=O)OC)C1c1cn(-c2ccccc2)nc1-c1ccco1 | i | 31 | 6% | -0.1% | x | x | 8% | u | 8% | 4% | -3.8 | 91
CNC[C@H](O)c1ccc(O)c(O)c1 | i | 65 | 6% | 0.2% | 2 | 718 | -1% | 36% | -15% | -4% | 9.9 | 68
COC(=O)c1[nH]c2c(c1C(=O)OC)CCc1ccccc1-2 | i | 45 | -1% | 0.0% | -1 | 829 | 1% | -3% | 13% | -13% | 2.8 | 102
CCOC(=O)NC(=S)Nc1c(C)n(C)n(-c2ccccc2)c1=O | i | 53 | -22% | -0.2% | 1 | 666 | 8% | 13% | 4% | -7% | -0.7 | 45
CCCCN1C(=O)/C(=C/C=C2\Oc3ccccc3N2CC)SC1=S | x | x | 30% | 1.3% | 69* | 628* | 8% | x | 9% | 0% | x | x
O=C(NCC(=O)N(CC1CCCO1)C(C(=O)NC1CCCC1)c1ccc(F)cc1)c1ccco1 (stereo not given) | i | 50 | -11% | 0.3% | x | x | -8% | 5% | 6% | -5% | -4.4 | 77

Among those listed so far, 4 contain a Cl atom:
SMILES | T cell HTS | T cell HTS vesicle-bound % | GPR35 antagonists | GPR55 beta-arrestin | Hep lipid drop | Hep lipid drop cells 6.5 µM | GPR55 antagonists | Large T inhibition | MgcRacGAP inhibition | LYP phosphatase | NTR1 ag | NTR1 ag cell count 20 µM
Cc1cc(=O)c2cc(Cl)ccc2[nH]1 | i | 48 | 2% | -0.1% | x | x | 0% | 12% | 7% | -10% | -1.9 | 90
O=C(NC(=S)Nc1ccc(N2CCOCC2)c(Cl)c1)c1cncc(Br)c1 | i | 27 | 12% | -0.2% | 0 | 665 | -18% | 15% | 10% | 2% | 1.7 | 57
O=C(CCS(=O)(=O)Cc1ccc(Cl)cc1)NCCCN1CCN(c2ccccc2F)CC1 | i | 30 | 14% | -0.2% | 21 | 845 | 10% | -4% | 9% | -12% | -1.1 | 89
O=C(COc1ccccc1Cl)N1CCc2ccccc21 | x | x | -6% | -0.1% | 2 | 737 | 14% | x | 6% | -5% | -1.5 | 62
